Coupling enz – counter-screen for Giardia aldolase inhibitors: coupling enzyme system. activity change, negative = inhibition, % at 58.2 µM, hits read low. 0.67% of 290,000 active. coupling enzyme system counterscreen, AmpLite Red fluorescence. AID 2472; in the data active means activity change below about -30%; further: on the % scale 0 is the no-effect control and ±100 the full control effect
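Activity here indicates interference with the coupling reaction, not aldolase inhibition. Compounds at 57.5 uM final met coupling enzymes for 10 min at RT; substrate and AmpLite Red detection followed, with a 525/598 nm fluorescence read after 20 min.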
Integrin act MD – integrin-mediated muscular dystrophy alleviation activation | alpha7betagal myoblasts, beta-gal FDG fluorescence, 48 h | Potency, µM (highest dose often 38.3 µM), for the others: at the top dose activation, most hits filed as activators | 0.064% of 350,000 active | AID 624291;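 further: potency means the concentration at half of the fitted maximal effect; 100% = response of the positive control SU9516; nearly all actives have a fitted effect of over 60% in size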
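Alpha7betagal+/- myoblasts (passage 13) were plated 16-24 hr, then exposed to compounds (1:260 dilution of DMSO stock) for 48 hours at 37C. After MPER lysis, β-galactosidase reporter activity was read as FDG fluorescence (ex 480/em 540) after 30 minutes.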
KCNH2 3.1 block – inhibitors of human KCNH2 3.1 potassium channel isoform; 0.95% of 340,000 active; activity change, % (tested at about 1.8 µM); U2OS KCNH2 3.1, thallium flux FluxOr; hits give low values;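 active means maximum activity change below -70%; inconclusive means maximum activity change from -70% to -50%; inactive means maximum activity change above -50%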;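 further: thallium influx rate constant from kinetic fluorescence after stimulation buffer; on the % scale 0 is the no-effect control and ±100 the full control effect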
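Virally transduced U2OS (3.1 isoform, 4 h infection in dark at RT) → overnight 37 C → FluxOr + Red40 in HBSS/HEPES, 45 min → stimulation buffer, 2 min kinetic read → rate constant vs DMSO controls.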
ASM inhibitor – human S-ASM enzyme inhibition; P17405; placental ASM, HMU-PC fluorogenic substrate, 60 min; Potency, µM (top dose mostly 57.5 µM), for inactives: at the highest dose activity change, negative = inhibition, hits mostly inhibitors; 0.006% of 340,000 active; further: potency means the concentration at half of the fitted maximal effect
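qHTS format. ASM enzyme prepared from human placenta hydrolyses the fluorogenic substrate HMU-PC0 (9 uM final) over 60 min at 37 °C after a 10 min compound preincubation.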
KCNH2 WT inh – KCNH2 (human, wildtype) channel inhibition. Q12809. U2OS, BacMam KCNH2, thallium flux FluxOr; hits give low values. activity change, % at 1.84 µM. 0.37% of 340,000 active. AID 720551;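 active means maximum activity change below -70%; inconclusive means maximum activity change between -70% and -50%; inactive means maximum activity change above -50%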; further: on the % scale 0 is the no-effect control and ±100 the full control effect
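U2OS cells were transduced with wild-type KCNH2 virus (2.03 x 10^8 / mL) for 4 h at room temperature, then cultured overnight at 37 C. Thallium flux was read with FluxOr dye. Rate constants were normalized to DMSO controls.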
AT treatment – potential ataxia-telangiectasia treatment; 0.19% of 320,000 active; […] A-T fibroblasts, KAP-1 phosphorylation AlphaLISA; neocarzinostatin DNA damage 30 min before lysis; Potency, µM (top dose mostly 57.5 µM), for the others: top-dose activation, most hits filed as activators; AID 485349; further: potency means the concentration at half of the fitted maximal effect; % of control where 0% means no effect; nearly all actives have a fitted effect of over 45% in size
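hTERT-immortalized A-T patient fibroblasts ([…]), 500 cells/well in OPTI-MEM, 1% FBS, got compounds for 60 min, then NCS for 30 min at 37C. Lysates were then assayed for phospho-KAP-1 by AlphaLISA (anti-pKAP1 donor, anti-KAP1 acceptor beads), 6 hr at 25C.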
GALK inh – blocks human galactokinase activity; P51570; Purified GALK, Kinase-Glo residual ATP luminescence; Potency, µM (series often up to 57.5 µM), without a hit: at the top dose activity change, negative = inhibition, actives largely listed as inhibitors; 0.007% of 270,000 active; AID 1868; further: potency means the concentration at half of the fitted maximal effect; on the % scale 0 is the no-effect control and ±100 the full control effect
Target sequence (P51570 whole entry, looked up): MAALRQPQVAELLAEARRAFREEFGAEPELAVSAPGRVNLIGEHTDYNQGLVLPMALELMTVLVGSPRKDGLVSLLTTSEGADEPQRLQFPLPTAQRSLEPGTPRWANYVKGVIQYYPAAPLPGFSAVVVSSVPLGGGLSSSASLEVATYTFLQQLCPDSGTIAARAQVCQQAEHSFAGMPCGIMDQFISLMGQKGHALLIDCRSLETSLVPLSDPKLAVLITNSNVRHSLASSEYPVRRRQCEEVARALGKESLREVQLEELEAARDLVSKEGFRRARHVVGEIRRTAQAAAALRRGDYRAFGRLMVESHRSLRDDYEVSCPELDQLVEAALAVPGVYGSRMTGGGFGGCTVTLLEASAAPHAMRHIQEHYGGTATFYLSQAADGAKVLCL
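Galactose (100 uM) and ATP (35 uM) were turned over by 5 nM GALK for 1 h at RT. Kinase-Glo Plus then converted the remaining ATP into a luminescent signal.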
CXXC DNA block – blocks binding of human MLL CXXC domain to DNA | Q03164 | MLL-CXXC / FITC-HOXA9 DNA fluorescence polarization | Potency, µM (doses to about 115 µM), for inactives: at the top dose activity change, negative = inhibition, hits mostly inhibitors | 0.037% of 290,000 active | AID 2662; active means well fitted inhibition curve with a large enough effect in the polarisation, with a control signal flat, not every such curve was filed as active; inconclusive means small, poorly fitted or top-dose-only effect, or effect the other way, or a change in a side signal; inactive means no such curve, though single readings can be large or run the other way; the % refers to the polarisation; further: potency means the concentration at half of the fitted maximal effect
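Fluorescence polarization: 7 uM MLL-CXXC (stock) preincubated 5 min with compounds, then 50 nM fluorescein-HOX-A9 DNA (stock) added; 30 min ambient. Buffer 50 mM Tris-HCl pH 7.5, 50 mM NaCl, 1 mM DTT, 0.05% BSA.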
TRPV1 ag – human TRPV1 agonism; TRPV1-expressing cells, Fluo-8 calcium influx, agonist mode; activation, % at 8.33 µM; 0.19% of 320,000 active; AID 540275; in the data active means activation above about 80%; inconclusive means between about 30% and that limit; further: 0% is about no effect
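Cells expressing TRPV1 were dye-loaded with Fluo-8 and read kinetically: 10 s baseline, 3 min after compound (agonist portion), then 2 min after EC20 capsaicin (allosteric enhancer portion). Calcium-bound dye fluorescence at 480/520 nm.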
MBNL1-CUG inh – blocks human MBNL1 binding to CUG repeat RNA. AID 2675. 0.036% of 280,000 active. TR-FRET MBNL1-His/biotin-(CUG)12 binding, 665/545 ratio. Potency, µM (highest dose often 57.5 µM), inactives show at the highest dose activity change, negative = inhibition, most hits filed as inhibitors; active means well fitted inhibition curve with a large enough effect in the signal ratio, with a control signal flat, not every such curve was filed as active; inconclusive means small, poorly fitted or top-dose-only effect, or effect the other way, or a change in a side signal; inactive means no such curve, though single readings can be large or run the other way; the % refers to the signal ratio; further: potency means the concentration at half of the fitted maximal effect; on the % scale 0 is the no-effect control and ±100 the full control effect
Target sequence (Q9NR56 whole entry, looked up): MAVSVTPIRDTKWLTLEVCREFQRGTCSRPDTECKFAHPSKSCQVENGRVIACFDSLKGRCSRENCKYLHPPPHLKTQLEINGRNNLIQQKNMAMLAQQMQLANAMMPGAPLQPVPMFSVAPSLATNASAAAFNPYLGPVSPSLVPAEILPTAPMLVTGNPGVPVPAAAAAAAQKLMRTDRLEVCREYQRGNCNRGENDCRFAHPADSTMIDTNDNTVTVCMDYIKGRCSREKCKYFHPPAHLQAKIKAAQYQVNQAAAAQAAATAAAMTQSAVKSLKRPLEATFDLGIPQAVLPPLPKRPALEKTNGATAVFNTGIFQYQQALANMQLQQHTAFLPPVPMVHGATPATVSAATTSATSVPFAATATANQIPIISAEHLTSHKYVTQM
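Compounds (final 92 nM to 58 uM) are added to His-tagged MBNL1 and biotin-(CUG)12, then terbium anti-His antibody and streptavidin-XL665 (5 nM final). After 60 min at room temperature, the 665/545 nm ratio is read.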
* hit, by the source's call; & = joins results of further samples; [ ] = dose if it differs, or a comment. Unless noted, the call rests on the fitted dose curve; in most records, active means well fitted curve in the direction sought with a large enough effect; inconclusive means small, poorly fitted or top-dose-only effect, or another doubt; inactive means no such curve, though single readings can be large; an effect the other way counts as inactive or inconclusive. Only part of the results is shown; rates above refer to the full screens.

What do the screens show for `Cc1cc(/C=C2/C(=O)NC(=O)N(Cc3ccco3)C2=O)c(C)n1-c1ccccc1O`?
Coupling enz: 4.0; Integrin act MD: 22.8%; KCNH2 3.1 block: 18.1; ASM inhibitor: -25.1%; KCNH2 WT inh: 2.0; AT treatment: 11.4%; GALK inh: 1.5%; CXXC DNA block: -22.3%; TRPV1 ag: -2.1; MBNL1-CUG inh: 2.4%

Results for CCOC(=O)c1c(/N=C/c2c(O)n(-c3cccc(C)c3)c(=O)[nH]c2=O)sc2c1CCCC2 ?
Coupling enz: 1.7; Integrin act MD: 29.6%; KCNH2 3.1 block: 14.6; ASM inhibitor: 8.0%; KCNH2 WT inh: 12.8; AT treatment: 11.5%; CXXC DNA block: 10.4%; TRPV1 ag: -1.8; MBNL1-CUG inh: inconclusive

Results for O=C(Cn1ncn2c(cc3cc(F)ccc32)c1=O)N1CCC2(CC1)OCCO2 ?
Integrin act MD: -0.9%; KCNH2 3.1 block: 1.7; ASM inhibitor: 2.7%; KCNH2 WT inh: 3.2; AT treatment: -4.8%; GALK inh: -0.4%; CXXC DNA block: 0.4%; TRPV1 ag: 1.2; MBNL1-CUG inh: 16.7%

Results for CCOc1ccc2nc(N3CCC(C(=O)N4CCC5(CC4)OCCO5)CC3)sc2c1 ?
Coupling enz: -1.0; Integrin act MD: 0.0%; KCNH2 3.1 block: -13.6; ASM inhibitor: 3.5%; KCNH2 WT inh: 0.6; AT treatment: -2.7%; GALK inh: -2.2%; CXXC DNA block: -3.0%; TRPV1 ag: 4.3; MBNL1-CUG inh: 1.3%

Results for O=C(CNS(=O)(=O)c1ccc(Br)s1)N1CCC2(CC1)OCCO2 ?
Coupling enz: -0.2; Integrin act MD: -32.1%; KCNH2 3.1 block: -24.2; ASM inhibitor: 0.0%; KCNH2 WT inh: 2.1; AT treatment: 4.2%; GALK inh: 2.1%; CXXC DNA block: 32.2%[activator]; TRPV1 ag: 1.6; MBNL1-CUG inh: 2.9%

Results for Cc1ncsc1CCOC(=O)c1ccc([N+](=O)[O-])cc1 ?
Coupling enz: -0.3; Integrin act MD: 1.1%; KCNH2 3.1 block: -0.6; ASM inhibitor: -0.3%; KCNH2 WT inh: 3.1; AT treatment: 2.8%; GALK inh: 1.0%; CXXC DNA block: -0.4%; TRPV1 ag: 3.3; MBNL1-CUG inh: inconclusive

Results for CCc1ccc(N2C(=O)NC(=O)/C(=C\c3cc(C)n(-c4cc(C(=O)O)cc(C(=O)O)c4)c3C)C2=O)cc1 ?
Coupling enz: 5.9; Integrin act MD: 22.1%; KCNH2 3.1 block: 12.3; ASM inhibitor: 1.3%; KCNH2 WT inh: -2.0; AT treatment: 42.9%; CXXC DNA block: -8.3%; TRPV1 ag: 3.7; MBNL1-CUG inh: 16.2%

Results for C=CC1CN2CCC1CC2c1[nH]c2ccccc2c1CCO (centres undefined) ?
Coupling enz: 0.7; Integrin act MD: -24.5%; KCNH2 3.1 block: -38.9; ASM inhibitor: 4.6%; KCNH2 WT inh: 2.2; AT treatment: 4.3%; GALK inh: -0.1%; CXXC DNA block: -4.8%; TRPV1 ag: 6.3; MBNL1-CUG inh: 3.8%

What do the screens show for `C[C@]12CCC3C(CC[C@H]4C[C@@H](O)CC[C@]34C)C1CC[C@@H]2O` (some centres undefined)?
Integrin act MD: 16.5%; KCNH2 3.1 block: 2.0; ASM inhibitor: 1.3%; KCNH2 WT inh: -7.2; AT treatment: 9.4%

Results for COc1ccc(CN2CCN(c3ccccc3)CC2)c(C)c1C ?
Coupling enz: 1.9; Integrin act MD: -8.3%; KCNH2 3.1 block: inconclusive; ASM inhibitor: 2.6%; KCNH2 WT inh: -26.1; GALK inh: 1.2%; CXXC DNA block: -11.7%; TRPV1 ag: -3.0; MBNL1-CUG inh: -12.0%

What do the screens show for `c1ccc(Nc2cccc3ccccc23)cc1`?
Integrin act MD: -27.5%; KCNH2 3.1 block: -18.6; ASM inhibitor: 146.0%[activator]; KCNH2 WT inh: -6.2; AT treatment: inconclusive

What do the screens show for `COc1ccc(OC)c(C(O)C(C)N)c1` (centres undefined)?
Coupling enz: -1.1&4.1; KCNH2 3.1 block: -7.6; ASM inhibitor: 13.6%; KCNH2 WT inh: -5.8; AT treatment: -1.0%; GALK inh: 0.8%; CXXC DNA block: 6.3%&6.3%&1.9%; TRPV1 ag: 1.4; MBNL1-CUG inh: 0.5%

Results for C(#CCN1CCCCC1)COCc1ccccc1 ?
Coupling enz: 1.1; Integrin act MD: -19.5%; KCNH2 3.1 block: 13.1; ASM inhibitor: 3.2%; KCNH2 WT inh: -19.5; AT treatment: 0.2%; GALK inh: 6.8%; CXXC DNA block: -2.3%; TRPV1 ag: 6.2; MBNL1-CUG inh: -0.3%

Results for CCN(CC)C(=O)c1ccc(NC(=S)NC(=O)CCc2ccccc2)cc1 ?
Coupling enz: 2.6; Integrin act MD: -6.8%; KCNH2 3.1 block: 2.8; ASM inhibitor: -9.5%; KCNH2 WT inh: -1.5; AT treatment: 14.7%; GALK inh: 0.6%; CXXC DNA block: 4.5%; TRPV1 ag: -3.2; MBNL1-CUG inh: -1.3%

What do the screens show for `Cc1c(C)c2ccc(OCC(=O)N3CCC(C(=O)O)(c4ccccc4)CC3)c(C)c2oc1=O`?
Coupling enz: 4.3; Integrin act MD: 0.0%; KCNH2 3.1 block: -16.2; ASM inhibitor: -3.5%; KCNH2 WT inh: -6.3; AT treatment: 0.8%; CXXC DNA block: -25.6%; TRPV1 ag: 0.6; MBNL1-CUG inh: 8.3%

What do the screens show for `COc1cccc(C2CC3C(=O)C=CC2N3Cc2ccccc2)c1` (centres undefined)?
Coupling enz: 0.3; Integrin act MD: -25.5%; KCNH2 3.1 block: -0.5; ASM inhibitor: 2.5%; KCNH2 WT inh: 17.5; AT treatment: 13.1%; GALK inh: -0.4%; CXXC DNA block: -2.0%; TRPV1 ag: 2.6; MBNL1-CUG inh: -13.2%

How did CCOP(=O)(OCC)C(O)c1cccc([N+](=O)[O-])c1 (centres undefined) do in these assays?
Coupling enz: 0.0; Integrin act MD: 26.9%; KCNH2 3.1 block: -1.1; ASM inhibitor: 2.1%; KCNH2 WT inh: 2.3; AT treatment: 4.4%; GALK inh: 3.3%; CXXC DNA block: -0.3%; TRPV1 ag: 0.1

Results for Cc1cccc(CS(=O)(=O)Cc2ccc(C(=O)N3CCC4(CC3)OCCO4)o2)c1 ?
Coupling enz: 1.9; Integrin act MD: 2.4%; KCNH2 3.1 block: 8.5; ASM inhibitor: 0.8%; KCNH2 WT inh: 4.4; GALK inh: 0.2%; CXXC DNA block: 8.4%; TRPV1 ag: -1.6; MBNL1-CUG inh: -5.2%

How did C=C(COC(C)=O)CC1CC(O)[C@]2(C)OC3CC4OC5C[C@]6(C)O[C@]7(C)CCC8OC9C[C@]%10(C)OC%11C(C)=CC(=O)OC%11CC%10OC9C[C@@H](C)C8OC7CC6O[C@]5(C)C/C=C\C4OC3CC2O1 (some centres undefined) do in these assays?
Coupling enz: 3.7; Integrin act MD: 5.4%; KCNH2 3.1 block: -42.6; ASM inhibitor: -1.1%; KCNH2 WT inh: -16.1; AT treatment: -6.5%; GALK inh: -1.7%; CXXC DNA block: 2.8%; TRPV1 ag: -2.8; MBNL1-CUG inh: 1.0%

What do the screens show for `O=c1c2cc([N+](=O)[O-])ccc2nc(CN2CCOCC2)n1-c1ccccc1F`?
Coupling enz: -6.1; AT treatment: 6.1%; GALK inh: -0.6%; CXXC DNA block: 4.4%; TRPV1 ag: -3.2; MBNL1-CUG inh: inconclusive

What do the screens show for `O=[N+]([O-])c1cccc(CN2CCN(Cc3ccc(Br)cc3)CC2)c1`?
Coupling enz: 1.3; Integrin act MD: 0.0%; KCNH2 3.1 block: 2.4; ASM inhibitor: -0.3%; KCNH2 WT inh: -26.4; AT treatment: 8.0%; GALK inh: -5.3%; CXXC DNA block: -2.3%; TRPV1 ag: 3.2; MBNL1-CUG inh: 6.6%

Results for COc1ccc(C2N3CC(C)(C)CN23)cc1 (centres undefined) ?
Coupling enz: 2.3; AT treatment: -4.4%; GALK inh: -0.2%; CXXC DNA block: 2.0%; TRPV1 ag: -0.4

How did CC(C)(C)OC(=O)N1CC(O)CC1C(=O)OCC(=O)c1ccc(-c2ccccc2)cc1 (centres undefined) do in these assays?
Coupling enz: -2.2; Integrin act MD: -42.7%[inhibitor]; KCNH2 3.1 block: -8.4; ASM inhibitor: 0.0%; KCNH2 WT inh: -8.7; AT treatment: 2.5%; GALK inh: -1.2%; CXXC DNA block: 11.0%; TRPV1 ag: -0.5; MBNL1-CUG inh: 11.6%

How did CCCNC(=O)N1[C@H]2CC[C@@H]1C(C(=O)OC)=C(c1ccc(Cl)c(C(F)(F)F)c1)C2 do in these assays?
Integrin act MD: -1.4%; KCNH2 3.1 block: -13.6; ASM inhibitor: -6.2%; KCNH2 WT inh: -3.0; AT treatment: 5.9%; TRPV1 ag: inconclusive

Screening results deposited in PubChem BioAssay by National Center for Advancing Translational Sciences (NCATS).
